Bioassay records deposited in PubChem BioAssay by Dana-Farber Cancer Institute and Novartis Institutes for BioMedical Research (Cambridge, Mass).
USP30 block: human USP30 deubiquitinase inhibition. Q70CQ3. purified USP30, Ub-rhodamine cleavage fluorescence. inhibition, % at 25 µM. hit rate 5.3% among 47,000. AID 1645860
USP10 block: human USP10 deubiquitinase inhibition; hit rate 1.1% among 47,000; Q14694; AID 1645856; purified USP10, Ub-rhodamine fluorescence, 60 min; inhibition, % at 20 µM
OTUD3 inh: human OTUD3 deubiquitinase inhibition; purified OTUD3, Ub-rhodamine fluorescence, 2 h; inhibition, % at 25 µM; Q5T2D3; AID 1645858; hit rate 0.7% among 47,000
Target sequence (Q5T2D3 whole entry, looked up): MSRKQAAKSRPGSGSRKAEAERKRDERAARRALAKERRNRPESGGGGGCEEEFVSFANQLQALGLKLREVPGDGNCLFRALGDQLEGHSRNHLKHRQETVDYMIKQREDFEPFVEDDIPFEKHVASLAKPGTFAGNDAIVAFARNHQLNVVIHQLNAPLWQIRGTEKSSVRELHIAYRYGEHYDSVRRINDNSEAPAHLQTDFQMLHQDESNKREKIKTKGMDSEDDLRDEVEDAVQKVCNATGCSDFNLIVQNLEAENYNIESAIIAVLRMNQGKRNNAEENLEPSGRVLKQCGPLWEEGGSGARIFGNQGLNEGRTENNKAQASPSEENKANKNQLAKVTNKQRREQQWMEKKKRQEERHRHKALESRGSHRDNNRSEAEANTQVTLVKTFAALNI
USP17 inh: blocks human USP17 ubiquitin-rhodamine cleavage | AID 1645855 | purified USP17, Ub-rhodamine cleavage fluorescence, 3 h | hit rate 6.5% among 47,000 | A8MUK1 | inhibition, % at 50 µM
Target sequence (A8MUK1 whole entry, looked up): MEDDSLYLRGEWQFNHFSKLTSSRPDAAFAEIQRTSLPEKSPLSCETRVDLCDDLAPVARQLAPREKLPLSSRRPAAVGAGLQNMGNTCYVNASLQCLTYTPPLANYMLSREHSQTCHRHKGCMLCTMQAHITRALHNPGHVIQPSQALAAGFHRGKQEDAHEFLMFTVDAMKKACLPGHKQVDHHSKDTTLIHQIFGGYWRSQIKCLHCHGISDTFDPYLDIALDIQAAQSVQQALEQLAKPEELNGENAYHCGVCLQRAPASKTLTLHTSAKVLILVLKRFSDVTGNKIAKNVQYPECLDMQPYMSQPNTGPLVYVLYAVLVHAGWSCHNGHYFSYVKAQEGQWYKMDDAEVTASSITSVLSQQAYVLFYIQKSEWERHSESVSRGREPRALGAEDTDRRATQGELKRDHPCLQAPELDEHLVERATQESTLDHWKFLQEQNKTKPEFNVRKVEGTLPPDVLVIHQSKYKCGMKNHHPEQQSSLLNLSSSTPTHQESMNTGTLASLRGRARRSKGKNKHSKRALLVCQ
USP28 inh: inhibitors of human USP28 deubiquitinase | Q96RU2 | inhibition, % at 25 µM | hit rate 3% among 47,000 | purified USP28, Ub-rhodamine cleavage fluorescence, 30 min
UCHL1 block: human UCHL1 deubiquitinase inhibition. purified UCHL1, Ub-rhodamine cleavage fluorescence. inhibition, % at 20 µM. hit rate 0.2% among 47,000. AID 1645859
USP8 block: human USP8 deubiquitinase inhibition; hit rate 4.2% among 47,000; AID 1645853; inhibition, % at 20 µM; purified USP8, Ub-rhodamine cleavage fluorescence, 30 min
USP7 block: blocks human USP7 ubiquitin-rhodamine cleavage; purified USP7, Ub-rhodamine cleavage fluorescence; Q93009; inhibition, % at 20 µM; AID 1645854; hit rate 0.3% among 47,000
* hit, by the source's call; / = no result given. No stated cut-off is given here; in the data, active means inhibition above about 30%; inactive means the rest.

SMILES	USP30 block	USP10 block	OTUD3 inh	USP17 inh	USP28 inh	UCHL1 block	USP8 block	USP7 block
Cc1ccc(Oc2cc(C)nc3ccccc23)cc1	0	4	-4	1	0	1	0	-32
Cc1ccc(S(=O)(=O)c2nnn3c2nc(N2CCN(c4cccc(Cl)c4)CC2)c2ccccc23)cc1C	12	0	11	0	7	0	3	2
CCc1nnc(NC(=O)C(NS(=O)(=O)c2ccc3c(c2)OCCO3)C(C)C)s1 (stereo unspecified)	6	3	9	6	26	4	3	1
CCOC(=O)c1sc(NC(=O)c2cc(-c3ccc(OC)cc3)nc3ccccc23)nc1C	-66	1	-11	-2	-22	3	-4	8
Clc1ccc(-c2onc3c2CCCC3)cc1	-27	-2	-12	-16	-1	-4	1	-21
COc1ccc(N2CC(CNS(=O)(=O)c3cc(F)ccc3F)CC2=O)cc1 (stereo unspecified)	-1	-12	0	-4	0	-4	-7	-17
c1ccc(-c2cc3c(N4CCN(C5CCCCC5)CC4)nccn3n2)cc1	-16	-1	-11	-1	-2	0	-11	2
CC(C)Cc1nc2sc3c(NCCN4CCOCC4)ncnc3c2c2c1CCC2	-64	0	-15	-13	82*	5	-16	-2
O=C(CCc1nnc2ccc(N3CCCCC3)nn12)NCC1CCCO1 (stereo unspecified)	-2	0	-1	0	-6	-2	0	0
O=C(Cn1c(=O)[nH]c2ccccc2c1=O)NC1CCCC1	26	0	14	27	8	2	0	2
CC(C)CCNC(=O)C1(C)Cn2c(cc3ccccc32)C(=O)N1Cc1cccnc1 (stereo unspecified)	6	-5	0	2	1	-1	0	-21
N#Cc1cnn(-c2ncnc3cc(-c4ccccc4Cl)sc23)c1N	-124	-15	-24	-7	-40	-8	3	-2
COc1cc(-n2c(=O)c3ccccc3n(CC(=O)NCCc3ccccc3)c2=O)cc(OC)c1OC	35*	0	19	17	13	0	26	4
COc1cc(-c2nc3c4cnn(-c5ccccc5)c4ncn3n2)cc(OC)c1OC	-3	-3	-6	1	-11	-1	-3	1
CCOc1ccc(CNC(=O)CCC(=O)N2Cc3cccn3-c3ccccc32)cc1	-13	0	2	-1	5	0	-8	-13
Cc1cc(Br)ccc1NC(=O)c1nc(-c2ccncc2)no1	16	2	9	8	8	2	11	-3
Cc1cc2[nH]c(=O)[nH]c2cc1S(=O)(=O)Nc1cccc(Cl)c1	-65	0	-2	-7	0	0	-11	-16
O=c1c2ccccc2c(-c2nc(-c3cccnc3)no2)cn1-c1cccc(F)c1	13	-1	9	9	2	2	24	5
O=C(c1ccccc1)N1CCC2(CC1)OC(C(=O)N1CCOCC1)Cn1ccnc12 (stereo unspecified)	-49	-6	-7	-30	-21	-8	-70	-3
Cc1ccc(-c2nnc(-c3cc(C)on3)o2)cc1	-16	0	-9	-1	-5	-5	-4	-2
Cc1cc(C)c2nc(N3CCCC(C(=O)NCCN4CCN(c5cccc(C)c5C)CC4)C3)sc2c1 (stereo unspecified)	3	4	1	8	0	3	19	5
O=C(OCC(=O)N1CCOCC1)c1ccccc1Oc1ccccc1	26	4	19	20	19	2	20	-3
CC1=C(C(=O)Nc2ccccc2C)C(c2ccccc2OCc2ccccc2Cl)n2ncnc2N1 (stereo unspecified)	-2	1	2	5	-1	6	7	-73
O=C(Nc1cc(-c2cccnc2)no1)c1ccc(F)c(F)c1	-102	3	13	65*	38*	7	27	5
CC(C)(C)n1nc2c(c1-n1cccc1)CN(C(=O)Cn1cnc3ccccc31)C2	-59	-1	0	18	-4	-3	-14	-8
Cc1ccccc1C(=O)Nc1ccc2cn(C)nc2c1	8	1	5	1	22	2	5	3
CC1=C(c2ccccc2)S(=O)(=O)N(CC(=O)Nc2ccc(C)c(F)c2)C1=O	25	11	14	8	10	8	10	14
O=C(c1ccc(Cl)cc1)N1CCSC1COc1ccc([N+](=O)[O-])cc1 (stereo unspecified)	29	12	18	2	19	5	-67	-78
CCOC(=O)c1c(C)oc2ncnc(Nc3cc(CO)ccc3C)c12	13	1	6	12	5	4	19	1
O=C(C1c2ccccc2C(=O)N(Cc2ccccc2)C12CCCC2)N1CCCC1 (stereo unspecified)	-25	-3	-9	-1	-4	-3	8	-7
COc1ccc(NS(=O)(=O)c2cc(NC(=O)Cc3ccccc3F)ccc2N2CCOCC2)cc1	-2	2	-9	-13	-12	0	-30	3
Cn1cc(N2CCC3(CCN(Cc4cccc(C#N)c4)CC3)C2=O)cn1	13	0	0	-16	0	0	-112	3
O=C(CSc1ncnc2c1oc1ccccc12)NC1CCCC1	29	12	24	61*	47*	0	1	-2
COc1cccc(C(C(=O)Nc2ccc(F)cc2)N(C(=O)c2cnccn2)c2cc(C)cc(C)c2)c1 (stereo unspecified)	13	4	11	20	10	8	15	6
Cc1cccc2[nH]c3c(N4CCN(CCO)CC4)ncnc3c12	20	0	13	7	15	3	20	8
Cc1ccccc1C(=O)NC1CCN(CC(=O)Nc2cccc(F)c2)CC1	17	2	8	7	5	0	6	2

15 entries already listed, sorted by number of heavy atoms, lowest first:
SMILES	USP30 block	USP10 block	OTUD3 inh	USP17 inh	USP28 inh	UCHL1 block	USP8 block	USP7 block
Clc1ccc(-c2onc3c2CCCC3)cc1	-27	-2	-12	-16	-1	-4	1	-21
Cc1ccccc1C(=O)Nc1ccc2cn(C)nc2c1	8	1	5	1	22	2	5	3
O=C(Cn1c(=O)[nH]c2ccccc2c1=O)NC1CCCC1	26	0	14	27	8	2	0	2
O=C(Nc1cc(-c2cccnc2)no1)c1ccc(F)c(F)c1	-102	3	13	65*	38*	7	27	5
O=C(CSc1ncnc2c1oc1ccccc12)NC1CCCC1	29	12	24	61*	47*	0	1	-2
N#Cc1cnn(-c2ncnc3cc(-c4ccccc4Cl)sc23)c1N	-124	-15	-24	-7	-40	-8	3	-2
CCOC(=O)c1c(C)oc2ncnc(Nc3cc(CO)ccc3C)c12	13	1	6	12	5	4	19	1
Cn1cc(N2CCC3(CCN(Cc4cccc(C#N)c4)CC3)C2=O)cn1	13	0	0	-16	0	0	-112	3
COc1ccc(N2CC(CNS(=O)(=O)c3cc(F)ccc3F)CC2=O)cc1 (stereo unspecified)	-1	-12	0	-4	0	-4	-7	-17
O=C(C1c2ccccc2C(=O)N(Cc2ccccc2)C12CCCC2)N1CCCC1 (stereo unspecified)	-25	-3	-9	-1	-4	-3	8	-7
CCOc1ccc(CNC(=O)CCC(=O)N2Cc3cccn3-c3ccccc32)cc1	-13	0	2	-1	5	0	-8	-13
CCOC(=O)c1sc(NC(=O)c2cc(-c3ccc(OC)cc3)nc3ccccc23)nc1C	-66	1	-11	-2	-22	3	-4	8
COc1ccc(NS(=O)(=O)c2cc(NC(=O)Cc3ccccc3F)ccc2N2CCOCC2)cc1	-2	2	-9	-13	-12	0	-30	3
COc1cc(-n2c(=O)c3ccccc3n(CC(=O)NCCc3ccccc3)c2=O)cc(OC)c1OC	35*	0	19	17	13	0	26	4
Cc1ccc(S(=O)(=O)c2nnn3c2nc(N2CCN(c4cccc(Cl)c4)CC2)c2ccccc23)cc1C	12	0	11	0	7	0	3	2

The list goes on.
SMILES	USP30 block	USP10 block	OTUD3 inh	USP17 inh	USP28 inh	UCHL1 block	USP8 block	USP7 block
O=C(NC1CCCCCC1)c1cn(-c2cc(N3CCOCC3)ncn2)cn1	3	-1	-6	-2	7	2	-10	-3
O=C(NC1CCCC1)c1ccc(-c2ccc(S(=O)(=O)NCc3ccccc3)cc2)cc1	41*	22	13	19	23	4	45*	17
Cc1cc(NC(=O)CSc2nnc(CNC(=O)c3ccco3)o2)no1	-12	-4	-6	-2	-5	-10	0	-7
O=C1CC(c2cc(F)ccc2F)c2cc3c(cc2N1)OCCO3 (stereo unspecified)	20	2	6	9	14	2	6	-10
COc1ccc(Nc2cc(C(=O)N3CCN(c4ccccn4)CC3)c3ccccc3n2)cc1	0	8	5	/	1	8	7	11
Cc1cccc(C)c1NC(=O)c1nc(SCc2ccccc2F)ncc1Cl	26	8	18	29	17	3	8	8
CC(=O)Nc1cc(-c2cccc(CO)c2)cn2c(-c3ccc(S(C)(=O)=O)cc3)cnc12	-57	-4	-15	-11	-23	-4	-22	-5
Cc1onc(C(C)C)c1C(=O)N[C@H]1CC[C@]2(CCC(=O)N2)[C@@H](c2ccccc2)C1	-2	-1	-2	0	-4	-4	2	-2
O=C(Cn1cc(C(=O)C2CCCCC2)c2ccccc21)NCCOc1ccc(Cl)cc1	3	3	7	10	4	2	9	4
COc1ccccc1C(=O)NCc1nc2ccccc2n1Cc1cc(C)ccc1C	71*	5	-3	67*	-7	0	-3	-16
O=C(O)CCNc1ncnc2c1oc1ccccc12	/	-1	4	4	/	1	-5	5
O=C(NC1CCCCC1)C1(Cc2ccccc2-c2cccnc2)CCOCC1	6	-2	0	-6	-4	-3	-6	-15
CN1CCN(c2ccc(CN3CCS(=O)(=O)CC3)cc2)CC1	27	-1	12	7	3	-3	4	0
O=C(Cn1c(=O)n(Cc2ccccc2)c(=O)c2cc(Cl)ccc21)NCc1ccco1	-38	22	-2	-10	-5	-2	6	-3
O=C(NC1CC1)c1ccc2c(c1)nnn2C1CCCCC1	11	0	8	8	5	3	9	-24
CNc1nc(C2CCCCN2S(=O)(=O)c2ccc(F)cc2)nc2c1CCN(C(C)=O)C2 (stereo unspecified)	4	3	4	0	0	0	7	1
Cc1ccc(C)c(NC(=O)CNc2cc(C(F)(F)F)ccc2N2CCOCC2)c1	4	0	8	/	10	5	-11	-28
Cc1noc(C)c1CC(=O)Nc1cccn2nc(C(C)C)nc12	3	-9	3	5	-3	-1	11	-7
CCn1c(=O)c(C(=O)NCc2ccccc2Cl)nc2cccnc21	11	-6	15	7	-14	-1	-7	0
COc1ccc(CCn2nnnc2C(c2ccccc2)N2CCN(c3ccccc3)CC2)cc1OC (stereo unspecified)	-17	7	-2	-32	-23	2	-143	2
COc1ccc(S(=O)(=O)N2CC3CN(C(=O)Nc4ccccc4C)CC(C2)O3)cc1	0	1	-2	-7	-4	-1	-3	-2
COc1cccc(CNC(=O)c2ccc3noc(-c4ccc(C)cc4)c3c2)c1	-17	0	-4	-12	-23	0	-38	0
Cc1ccc(-n2cc(C(=O)c3ccccc3OC(=O)c3cccc(Br)c3)cn2)cc1	-19	6	-7	-12	-14	2	0	2
O=C(NC1CCCc2ccccc21)C1CCCC1 (stereo unspecified)	2	0	-2	0	-2	-2	0	-1
O=C1NC2(CCN(C(=O)NCc3ccccc3)CC2)[C@@H]2CN(Cc3cccnc3)C[C@H]12	-2	-5	4	-2	2	-3	0	-1
Cc1nc2c(c(=O)[nH]1)C(c1ccc(C(F)(F)F)cc1)CC(=O)N2 (stereo unspecified)	1	-1	-5	6	-5	-2	-1	2
C=C1Nc2ccccc2C(=O)N1c1cccc(NC(=O)c2cccc(OC)c2)c1	0	-2	1	-5	8	1	4	5
CCN(CC)c1ccc2nnc(CCC(=O)NCCN3CCOCC3)n2n1	-14	-2	-9	-21	-9	0	0	0
CCOC(=O)c1cc2c(=O)n3ccccc3nc2n(Cc2ccco2)c1=NC(=O)COc1ccc2ccccc2c1	-257	-18	-41	-6	-30	43*	10	27
CC(C)CNc1nc2c(cc1C(=O)N1CCCC1)CCN(c1ncccn1)CC2	/	-1	-4	-35	/	-3	0	-14
CCc1nnc(NC(=O)CCCOc2ccc(C(C)(C)C)cc2)s1	-128	-10	-21	-42	-29	-6	10	0
